FadD28 FP inh: inhibitors of FadD28 bisubstrate probe binding, primary screen, biochemical, fluorescence polarization, single point; Mycobacterium tuberculosis FadD28 fatty-acid-AMP ligase; inhibition, % at 12.5 µM; 360,000 compounds, 0.22% hits; AID 588549, 2011; in the data active = inhibition above about 8.5%, passing the limit was not always enough; inconclusive = no clear call, values can overlap the other calls
BoNT F protease: BoNT/F light chain protease inhibitors, primary screen, biochemical, flow cytometry, MLPCN library | Botulinum neurotoxin type F light chain protease (Clostridium botulinum) | Multiplex microsphere protease cleavage assay | inhibition, % at 10 µM | 360,000 compounds, 0.22% hits | AID 588497, 2011; in the data active = inhibition above about 35%, passing the limit was not always enough; inconclusive = no clear call, values can overlap the other calls; also: plate controls were buffer without enzyme for full effect and enzyme alone for no effect
GDH-TPI counter: GDH-TPI coupling enzyme inhibitors, primary screen, artefact control for M. tuberculosis FBA inhibitor project, biochemical, absorbance, full deck; GDH-TPI coupled enzyme counterscreen, NADH absorbance; inhibition, % at 4.8 µM; 360,000 compounds, 1.2% hits; AID 588335, 2011; in the data active = inhibition above about 30%;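 also: 0% = DMSO wells and 100% = wells lacking the enzyme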
BioA inh: M. tuberculosis BioA enzyme inhibitors, primary screen, biochemical, plate reader, single point, HTS | inhibition, % at 9.99 µM | AID 602481, 2012 | purified M. tuberculosis BioA enzyme | 360,000 compounds, 0.096% hits; in the data active = inhibition above about 40%; inconclusive = no clear call, values can overlap the other calls
UGM FP inh: M. tuberculosis UGM enzyme inhibitors, primary screen, biochemical, fluorescence polarization, single point | purified UGM, fluorescence polarization probe displacement | inhibition, % at 10 µM | 320,000 compounds, 0.06% hits | AID 504406, 2011; in the data active = inhibition above about 10%, passing the limit was not always enough; inconclusive = no clear call, values can overlap the other calls
Target sequence (P9WIQ1 whole entry, looked up): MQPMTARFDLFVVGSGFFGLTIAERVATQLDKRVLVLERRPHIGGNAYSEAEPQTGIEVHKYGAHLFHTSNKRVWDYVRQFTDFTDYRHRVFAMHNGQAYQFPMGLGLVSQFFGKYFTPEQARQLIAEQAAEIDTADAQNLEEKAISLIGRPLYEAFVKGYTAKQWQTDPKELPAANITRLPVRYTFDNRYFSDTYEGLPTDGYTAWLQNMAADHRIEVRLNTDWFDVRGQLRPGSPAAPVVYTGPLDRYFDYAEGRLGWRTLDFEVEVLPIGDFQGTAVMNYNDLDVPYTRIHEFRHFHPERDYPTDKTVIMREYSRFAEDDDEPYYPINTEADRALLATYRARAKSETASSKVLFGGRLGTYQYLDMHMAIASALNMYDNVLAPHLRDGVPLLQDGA
PfHsp40 rescue: rescue of yeast from PfHsp40 toxicity, primary screen, S. cerevisiae, ATP luminescence; 340,000 compounds, 0.68% hits; growth rescue, % at 12.5 µM; S. cerevisiae expressing PfHsp40, growth rescue; in the data active = growth rescue above about 28%, passing the limit was not always enough; inconclusive = no clear call, values can overlap the other calls;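 also: yeast W303a lacking pdr1 and pdr3 grown in galactose medium; growth measured after three days at 30 °C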
BoNT A protease: BoNT/A light chain protease inhibitors, primary screen, biochemical, flow cytometry, MLPCN library. Botulinum neurotoxin type A light chain protease (Clostridium botulinum A str. ATCC 3502). multiplex microsphere protease substrate cleavage. inhibition, % at 10 µM. 360,000 compounds, 0.17% hits; also: plate controls were buffer without enzyme for full effect and enzyme alone for no effect
Mtb FBA inh: Mtb FBA enzyme inhibitors, primary screen, biochemical, fluorescence, strain H37Rv. 360,000 compounds, 2.3% hits. purified M. tuberculosis FBA, fluorescence read-out. inhibition, % at 1 µM; in the data active = inhibition above about 27%;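 also: 0% = vehicle and 100% = reference inhibitor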
Target sequence (P9WQA3 whole entry, looked up): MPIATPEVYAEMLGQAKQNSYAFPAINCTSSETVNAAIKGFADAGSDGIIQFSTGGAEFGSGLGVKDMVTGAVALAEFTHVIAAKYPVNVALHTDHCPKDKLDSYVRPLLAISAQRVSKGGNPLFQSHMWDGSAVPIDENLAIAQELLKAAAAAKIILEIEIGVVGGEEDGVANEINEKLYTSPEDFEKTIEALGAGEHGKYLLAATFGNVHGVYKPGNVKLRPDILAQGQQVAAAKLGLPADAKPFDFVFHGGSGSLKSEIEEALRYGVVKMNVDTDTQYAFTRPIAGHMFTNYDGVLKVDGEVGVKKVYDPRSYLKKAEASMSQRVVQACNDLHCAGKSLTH
Anthrax LF inh2: Bacillus anthracis LF protease inhibitors, primary screen, biochemical, multiplex microsphere, MLPCN library. Lethal factor (Bacillus anthracis), P15917. multiplex microsphere protease cleavage assay. inhibition, % at 10 µM. 360,000 compounds, 0.12% hits. AID 588501, 2011; also: plate controls were buffer without enzyme for full effect and enzyme alone for no effect
Starred values were filed as active, the others as inactive; ? = inconclusive; . = not tested or not shown; & = joins results of further samples. Rule as the data show it, unless noted: active = inhibition above about 30%; inconclusive = no clear call, values can overlap the other calls; inactive = below that.

SMILES	FadD28 FP inh	BoNT F protease	GDH-TPI counter	BioA inh	UGM FP inh	PfHsp40 rescue	BoNT A protease	Mtb FBA inh	Anthrax LF inh2
CC1(OC(=O)C2CCCC2)C(=O)C=C2C=C(c3ccsc3)N(CC3CC3)C=C2C1=O (stereo unspecified)	-0.7	-17	22	3.5	3.5	1.2	1.2	1	0
CN(CC(=O)N1CCCCCC1)S(=O)(=O)c1ccc(Br)cc1	1.2	?	10	2.2	-0.2	-1.0	1.5	1	-17
COc1ccc(C)cc1NC(=O)COC(=O)c1ccc2ccccc2n1	.	0	-1	-1.2	-1.0	1.7	0.0	2	-4
COc1ccc(CC(=O)OCC(=O)Nc2ncc(Cl)c(C)c2Cl)cc1	0.7	8	9	-1.9	.	0.1	3.7	3	-4
NC(=O)c1nc(-c2cccs2)nc2c1[nH]c(=O)n2-c1ccc(F)cc1	-1.2	-6	5	-0.7	2.9	0.1	-1.0	5	-1
Cn1nnnc1SCC(=O)NCc1ccco1	-1.3	28	8	-2.5	-0.9	1.0	-0.1	1	-5
Cc1cc(Cl)ccc1OCC(=O)Nc1ccccc1C(=O)N1CCOCC1	-0.4	8	-6	-0.6	-1.0	1.4	-0.4	-2	0
CCn1c(COc2ccccc2C)nnc1SCC(=O)O	-1.8	2	3	.	1.1	-0.5	-0.9	0	-6
CCOC(=O)c1cc(C)sc1/N=C/C1=C(O)CCCC1=O	-0.4	-10	-2	.	-1.1	2.1	-0.2	0	-2
CCn1c(=O)[nH]c2cc(Cl)c(Cl)cc21	-2.5	6	9	-0.8	1.4	0.5	-0.2	-3	6
C=CCNC(=O)CN1CCC(n2nnc3cc(C(F)(F)F)ccc32)CC1	-5.1	-5	-9	.	-4.0	0.6	-1.1	-4	2
Cc1noc(C)c1CSCC(=O)Nc1nc2ccccc2s1	-4.1	0	-2	3.5	4.3	1.1	1.9	-1	-2
CCC(=O)Nc1nnc(-c2ccncc2)s1	-0.1	5	-3	.	-1.8	-0.2	0.3	43*	-4
Cc1ccccc1C(c1ncccc1C)N(C)C(=O)C1CCN(CCOc2ccc(Cl)cc2Cl)CC1 (stereo unspecified)	-4.0	-5	6	-1.4	.	.	0.1	2	0
Cc1ccc(C(=O)OCc2nnc(-c3ccccc3)o2)s1	-0.7	-2	-1	2.6	-0.4	-0.8	-2.6	-1	-2
O=C(CSc1nncn1-c1ccccc1)NCc1cccs1	-0.7	-4	-8	4.4	2.6	-1.4	0.0	0	-3
O=C(O)c1ccc(CSc2nc3ccccc3o2)cc1	-4.4	-11	-5	-0.5	-1.0	0.2	-0.3	-2	-3
CC(C)C(NS(=O)(=O)c1ccccc1)C(=O)OCc1cc([N+](=O)[O-])cc2c1OCOC2 (stereo unspecified)	-1.4	-8	7	.	-1.0	1.5	-0.7	1	0
CCOc1ccc(S(=O)(=O)N2CCOCC2)cc1NS(=O)(=O)c1ccc(OC)c([N+](=O)[O-])c1	-3.0	-5	4	-0.2	4.6	-0.9	-2.8	-1	?
Cc1ccc(/C=C/C(=O)NCc2cccs2)cc1	0.1	-6	8	.	3.5	-0.8	-0.3	0	0
C=C(C)CN1C(=O)C(C)SC1=NN=C1SCC(=O)N1C (stereo unspecified)	-2.0	1	11	-0.5	.	.	-0.4	2	2
COc1ccccc1CCNC(=O)c1cnccn1	-0.8	-3	6	-1.2	.	-0.2	-1.3	1	-3
N#CC1=C(N)Oc2n[nH]c(-c3cccnc3)c2C1c1ccc([N+](=O)[O-])o1 (stereo unspecified)	-3.7	-2	1	0.1	-0.3	-0.4	-0.5	-6	-6
O=C(C1CCC(=O)N(C2CCCCCC2)C1)N1CCN(c2ccccc2Cl)CC1 (stereo unspecified)	-2.3	-2	-13	2.0	0.2	1.1	-1.7	-3	-1
COc1cccc(OC)c1C(=O)OCC(=O)N1CCC(Cc2ccccc2)CC1	0.4	2	0	-0.4	3.0	1.1	0.5	6	-8
SMILES	FadD28 FP inh	BoNT F protease	GDH-TPI counter	BioA inh	UGM FP inh	PfHsp40 rescue	BoNT A protease	Mtb FBA inh	Anthrax LF inh2
O=C(COC(=O)C1CC1)NC(=O)NCc1ccccc1	0.3	0	2	-0.8	0.1	-0.4	-0.2	17	-3
Cc1cccc(CN2CCN(Cc3cccc(-n4cccn4)c3)CC2CCO)n1 (stereo unspecified)	0.6	-10	1	.	0.7	1.6	-1.3	3	-9
COC(=O)C1=CNC=C(C(=O)OC)C1c1ccc(C(=O)OC)cc1	1.1	6	4	4.0	-0.3	-0.4	1.2	115*	-1
COc1ccc(Cn2cc([N+](=O)[O-])nc2C)cc1[N+](=O)[O-]	-1.6	?	13	.	-0.5	-1.5	?	0	-15
COc1ccc(CCNC(=O)c2ccc3nc4cc(Cl)ccc4c(=O)n3c2)cc1OC	0.8	-16	5	-7.5	-2.3	-0.6	0.4	11	-3
COc1ccc(-c2nnc(NC(=O)c3ccc([N+](=O)[O-])o3)o2)c(OC)c1	-1.0	2	22	-0.6	3.9	-0.5	-1.5	0	3
CC(=O)OCC(=O)NCCCOc1cccc(CN2CCCCC2)c1	-2.3	-3	-3	1.2	-2.6	-1.9	-0.2	0	-4
CCS(=O)(=O)C1=NN2C(=N)/C(=C\c3ccc(OC(=O)c4ccco4)c(OC)c3)C(=O)N=C2S1	-2.4	-3	29	-0.9	-6.8	0.8	0.2	-3	-3
COC(=O)[C@]1(C)CCC[C@@]2(C)C3CC[C@@]4(C)C[C@]3(CCC21)CC(=O)N4 (stereo partly specified)	0.5	1	3	1.9	-0.1	0.3	0.4	4	0
CCNC(=O)Nc1cc(OC)c(OC)cc1C(=O)O	1.2	2	20	-2.7	-1.5	-1.2	-1.0	45*	-4
O=S(=O)(c1ccc2nc(-c3ccco3)c(-c3ccco3)nc2c1)N1CCOCC1	3.3	-17	1	0.6	2.5	-0.2	7.6	-1	8
CC1CN(Cc2nc3c(c(=O)n(C)c(=O)n3C)n2Cc2cccc(Cl)c2)CC(C)O1 (stereo unspecified)	-1.2	-4	3	-0.2	-0.3	-3.0	-0.5	1	-7
O=C(NCCN1CCOCC1)/C(=C/c1ccccc1)NC(=O)c1ccccc1	.	-6	11	-0.7	0.9	-0.4	-1.9	0	-2
CCCCCCn1c(=O)n2n(c1=O)[C@@H]1CN(S(=O)(=O)c3ccc(C)cc3)C[C@]1(O)[C@@H](OC(=O)NC1CCCC1)C2	1.3	0	7	1.1	.	.	1.1	1	0
CCC(=O)Nc1ccc(NC(=O)c2ccc3ccccc3c2)cc1	-1.2	11	13	-2.8	-1.2	0.4	0.7	0	-3
CCOC(=O)c1cccc(OS(=O)(=O)Cc2ccccc2)c1	-1.0	.	9	7.3	-0.3	.	.	0	.
Cc1cc(=O)[nH]c(SCC(=O)c2c(N)n(C)c(=O)n(C)c2=O)n1	-0.1	-10	9	0.1	1.5	-1.1	-1.2	-1	-1
N#C/C(=C\c1ccc(OCCN2CCOCC2)cc1)C(=O)Nc1ccc(S(N)(=O)=O)cc1	-2.1	-1	16	-0.4	-4.4	-0.9	2.2	3	0
CCCCn1c(N)c(N(CC(C)C)C(=O)c2cnc(C)cn2)c(=O)[nH]c1=O	0.6	7	3	0.2	2.4	-0.8	-3.4	0	2
O=C(N/C(=C/c1cccs1)C(=O)N1CCOCC1)c1cccs1	-4.0	-4	-1	.	-2.3	-0.2	-0.4	-7	-3
CCOc1ccc(N=C2Sc3nc4ccc(C)cc4cc3CN2CCOC)cc1	-1.2	4	4	.	1.1	5.1	0.0	2	-2
CCCC#Cc1cnc2c(c1)C(=O)N([C@H](C)CO)C[C@H](C)[C@@H](CN(C)C(=O)CCN1CCCCC1)O2	1.8	1	2	0.3&2.7&1.4	.	.	0.5	3	4
CN(Cc1ccccc1)C(=O)c1nc2ccccn2c1CN1CCc2sccc2C1	-0.2	-11	11	2.2	-0.8	1.1	-0.1	8	-2
CCn1nc(CC(=O)O)c2ccccc2c1=O	-2.6	24	-2	.	0.7	-1.7	2.2	-1	6
COc1ccc(C(=O)C2CCCN(CCc3ccccc3)C2)cc1OC (stereo unspecified)	0.9	0	-2	1.5&1.3	.	.	-0.2	3	0

Six compounds from above, sorted by number of heavy atoms, smallest number first.
SMILES	FadD28 FP inh	BoNT F protease	GDH-TPI counter	BioA inh	UGM FP inh	PfHsp40 rescue	BoNT A protease	Mtb FBA inh	Anthrax LF inh2
O=C(COC(=O)C1CC1)NC(=O)NCc1ccccc1	0.3	0	2	-0.8	0.1	-0.4	-0.2	17	-3
COc1ccc(Cn2cc([N+](=O)[O-])nc2C)cc1[N+](=O)[O-]	-1.6	?	13	.	-0.5	-1.5	?	0	-15
O=C(N/C(=C/c1cccs1)C(=O)N1CCOCC1)c1cccs1	-4.0	-4	-1	.	-2.3	-0.2	-0.4	-7	-3
COC(=O)C1=CNC=C(C(=O)OC)C1c1ccc(C(=O)OC)cc1	1.1	6	4	4.0	-0.3	-0.4	1.2	115*	-1
COc1ccc(CCNC(=O)c2ccc3nc4cc(Cl)ccc4c(=O)n3c2)cc1OC	0.8	-16	5	-7.5	-2.3	-0.6	0.4	11	-3
CCCCCCn1c(=O)n2n(c1=O)[C@@H]1CN(S(=O)(=O)c3ccc(C)cc3)C[C@]1(O)[C@@H](OC(=O)NC1CCCC1)C2	1.3	0	7	1.1	.	.	1.1	1	0

The list continues.
SMILES	FadD28 FP inh	BoNT F protease	GDH-TPI counter	BioA inh	UGM FP inh	PfHsp40 rescue	BoNT A protease	Mtb FBA inh	Anthrax LF inh2
NC(Cc1ccc(F)cc1)c1csc(Nc2cc(NCc3ccco3)ncn2)n1 (stereo unspecified)	-5.8	-15	4	0.9	.	.	-0.7	-1	-3
Cc1cc(SCC(=O)NC(=O)NCc2ccco2)nc2ccccc12	-0.1	9	1	-0.4	-1.1	-1.9	2.8	-2	5
CC(CCc1ccccc1)NC(=O)CCNC(=O)c1ccccc1Cl (stereo unspecified)	-0.3	.	3	-1.2	0.4	-1.0	.	4	.
CC(C)C1C(C#N)=C(N)SC(N)=C1C#N	1.5	-1	24	-2.8	3.7	-0.3	1.8	-1	-2
O=C(NCCS(=O)c1ccc(Cl)cc1)c1cccc(Cl)c1 (stereo unspecified)	-0.6	-2	5	.	1.8	-1.0	-1.0	2	-9
O=C(Cn1nnc(-c2cccs2)n1)NCCc1ccccc1	-3.1	-10	9	-0.9	-1.4	0.0	1.0	-6	-2
Nc1nc2c3ccccc3nc(C3CC3)n2n1	0.1	6	15	-1.7	-2.9	-0.2	0.4	11	-1

Complete entries as entered above:
Cc1cc(SCC(=O)NC(=O)NCc2ccco2)nc2ccccc12 is entered as FadD28 FP inh = -0.1; BoNT F protease = 9; GDH-TPI counter = 1; BioA inh = -0.4; UGM FP inh = -1.1; PfHsp40 rescue = -1.9; BoNT A protease = 2.8; Mtb FBA inh = -2; Anthrax LF inh2 = 5
Nc1nc2c3ccccc3nc(C3CC3)n2n1 is entered as FadD28 FP inh = 0.1; BoNT F protease = 6; GDH-TPI counter = 15; BioA inh = -1.7; UGM FP inh = -2.9; PfHsp40 rescue = -0.2; BoNT A protease = 0.4; Mtb FBA inh = 11; Anthrax LF inh2 = -1

High-throughput results from PubChem BioAssay.
